Screening results from PubChem BioAssay.
M18AAP inhibitor – PfM18AAP inhibitors, malaria aminopeptidase, primary screen, biochemical, QFRET, recombinant enzyme; inhibition, % at 7.35 µM; hit rate 1.2% among 290,000; H-Glu-NHMec fluorogenic cleavage; AID 1822, 2009; M18 aspartyl aminopeptidase (Plasmodium falciparum 3D7);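 active = inhibition above the campaign mean inhibition over all tested compounds plus 3 SD, cut at about 28% in these data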;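 also: 0% = plate median of test compound wells and 100% = 2 mM ZnCl2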
IDE act – human IDE activators in live cells, primary screen, fluorescence polarization, HEK cells, FAbeta-B substrate. Insulin-degrading enzyme (Homo sapiens), P14735. hit rate 0.073% among 340,000. activation, % at 5.96 µM. FAbeta-B cleavage; 0% vehicle, 100% cell-free pure enzyme wells;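 active = activation above the mean of all tested compounds plus 3 SD, set per screening campaign, cut at about 17% in these data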
IDE inh – human IDE inhibitors in live cells, primary screen, fluorescence polarization, HEK cells, FAbetaB substrate | hit rate 0.41% among 320,000 | AID 434962, 2010 | inhibition, % at 5.59 µM | Insulin-degrading enzyme (Homo sapiens), P14735 | FAbetaB cleavage;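 active = percent inhibition above the average of all tested compounds plus 3 SD, set per screening campaign, cut at about 16% in these data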;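 also: IDE supplied by intact live HEK cells; FP after avidin binding of uncleaved biotin substrate so inhibition keeps polarization high; 0% = DMSO wells and 100% = 60 µM reference IDE inhibitor Ii1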
UBC9 SUMO inh – inhibitors of in vitro SUMOylation cascade, primary screen, biochemical, HTRF, uHTS. SUMO-conjugating enzyme UBC9 (Homo sapiens), P63279. HTRF SUMOylation assay, SAE1/SAE2 + UBC9. inhibition, % at 35 µM. hit rate 0.36% among 290,000. AID 2006, 2009; in the data active = inhibition above about 50%, passing the limit was not always enough; also: strong numbers were not always called active
Target sequence (P63279 whole entry, looked up): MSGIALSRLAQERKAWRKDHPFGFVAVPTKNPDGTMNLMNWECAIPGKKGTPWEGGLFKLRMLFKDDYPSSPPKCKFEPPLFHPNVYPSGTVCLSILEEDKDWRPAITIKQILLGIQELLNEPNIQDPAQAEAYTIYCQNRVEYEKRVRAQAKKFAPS
VIM-2 inh – VIM-2 metallo-beta-lactamase inhibitors, primary screen, biochemical, epi-absorbance readout, Pseudomonas aeruginosa enzyme; purified VIM-2, nitrocefin hydrolysis, epi-absorbance fluorescence; inhibition, % at 5.6 µM; hit rate 0.89% among 290,000; AID 1527, 2009;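 active = inhibition above the mean of all tested compounds plus 3 SD, cutoff set per screening run, cut at about 7.5% in these data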;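 also: red hydrolysis product quenches plate fluorescence so inhibitors raise well fluorescence; 0% = enzyme with DMSO and 100% = DMSO without enzyme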
IMP-1 inhibitor – IMP-1 metallo-beta-lactamase inhibitors, primary screen, biochemical, epi-absorbance readout, Pseudomonas aeruginosa enzyme | inhibition, % at 5.6 µM | purified IMP-1, nitrocefin hydrolysis, epi-absorbance fluorescence | hit rate 0.45% among 290,000 | metallo-beta-lactamase IMP-1 (Pseudomonas aeruginosa);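 active = inhibition above the mean plus 3 SD of all compounds in the same screening run, cut at about 4.5% in these data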;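 also: 0% = IMP-1 with DMSO and 100% = DMSO wells lacking enzyme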
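System: purified recombinant IMP-1 beta-lactamase. Medium: Zinc- and detergent-supplemented HEPES buffer, pH 7.1. Compound: one 5.6 µM dose […]. Schedule: 15 min preincubation plus 25 min reaction at 25 °C. Technique: Epi-absorbance fluorescence, 480 nm excitation, 530 nm emission.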
FID counter – compounds displacing fluorescent DNA intercalator, primary screen, artefact control for HCV NS3 helicase inhibitor project, biochemical, FID fluorescence; DNA fluorescent intercalator displacement; inhibition, % at 7.9 µM; hit rate 0.17% among 290,000; AID 1845, 2009; in the data active = inhibition above about 37%;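 also: 0% = vehicle and 100% = reference compound; higher means more ethidium bromide displaced from hairpin DNA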
HCV NS3 hel inh – inhibitors of HCV NS3 helicase, primary screen, biochemical, Cy5 molecular beacon fluorescence. inhibition, % at 10.9 µM. Hepatitis C virus NS3 helicase. NS3 helicase DNA unwinding. hit rate 0.56% among 290,000;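 active = inhibition above the mean of all tested compounds plus 3 SD, set per campaign, cut at about 35% in these data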;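 also: 0% = DMSO wells and 100% = thioflavine S control wells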
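assay system = NS3 helicase fragment of HCV | buffer or medium = MOPS pH 6.5, MgCl2, DTT, Tween20, BSA | timing = 60 min unwinding reaction at 25 °C after ATP addition | signal = Cy5 beacon fluorescence read at start and 1 h | read-out basis = % inhibition of unwinding | control set = low DMSO, high thioflavine S at 110 µM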
pCIP destab – p/CIP-EGFP fusion destabilizers, primary screen, fluorescence, F442A cells | AID 1984, 2009 | decrease of EGFP signal, % at 10 µM | hit rate 0.01% among 290,000 | 16 h;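 active = EGFP signal decrease of at least 30% at 10 µM or well 3 SD below plate mean, unless failing retest; inactive = the rest, including hits failing retest or dose response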; also: some compounds called inactive have numbers as strong as hits; many of its hits are not listed in these tables
An asterisk follows results filed as active; . = no result given.

mol	M18AAP inhibitor	IDE act	IDE inh	UBC9 SUMO inh	VIM-2 inh	IMP-1 inhibitor	FID counter	HCV NS3 hel inh	pCIP destab
O=C(COC(=O)c1ccc(NS(=O)(=O)c2ccc3c(c2)OCCO3)cc1)NC1CC1	0	4	-4	8	1.8	-1.3	-14	8	-4
O=C(c1ccc(Cn2c(=O)[nH]c3ccccc3c2=O)cc1)N1CCN(c2ccccc2)CC1	-16	9	3	16	0.4	-1.3	-15	-10	-6
COc1ccccc1C1C(C(C)=O)=C(O)C(=O)N1c1ccc(O)cc1 (stereo unspecified)	4	0	-5	14	-2.1	-3.6	-2	-1	2
COc1c(C)cccc1C(=O)NC(=S)Nc1ccc2c(c1)Cc1ccccc1-2	-10	1	.	24	-3.0	0.0	1	5	-1
COCCCNC(=O)CN1C(=O)/C(=C/c2ccccc2C)Sc2ccccc21	6	3	9	0	-1.4	-2.5	-35	-10	3
O=C(Nc1ccc2c(c1)OCO2)C1(S(=O)(=O)c2ccc(Cl)cc2)CC1	-3	-3	5	4	-1.3	0.9	1	0	-15
O=C(NC(=S)N(CCO)Cc1ccccc1)c1ccc(S(=O)(=O)N2CCCC2)cc1	2	3	3	-11	-4.8	-5.4	6	2	-12
O=S(=O)(c1ccc(F)cc1)N1CCN(CC2CC3C=CC2C3)CC1 (stereo unspecified)	-3	3	-2	-10	0.2	-2.0	-4	-7	-14
O=C1NNC(c2ccccc2)=N/C1=C\c1ccc(Cl)cc1	-3	.	0	12	-0.1	-1.5	2	4	-2
COc1ccc(CCNS(=O)(=O)c2ccc3c(c2)n(C)c(=O)c(=O)n3C)cc1OC	1	9	.	6	-4.7	-4.2	-4	0	-9
CC(C)(C)NS(=O)(=O)c1ccc(NC(=O)C(Sc2ccccc2)c2ccccc2)cc1 (stereo unspecified)	-4	1	5	12	-1.2	-2.3	-17	-22	-14
c1ccc(C2NCCn3cccc32)cc1 (stereo unspecified)	3	2	-7	20	-1.5	-2.6	1	-6	-8
CN(C)CCCNS(=O)(=O)c1ccc(N2CCN(Cc3ccc4c(c3)OCO4)CC2)c([N+](=O)[O-])c1	19	3	4	6	-5.3	-2.4	30	-34	3
C[N+](C)(C)C/C=C1/COCO1	-2	7	1	6	-1.1	1.7	-4	9	-4
CC(=O)OC1CSC2c3ccccc3C(=O)N2Cc2sccc21 (stereo unspecified)	-13	2	-3	3	-1.2	-3.1	-11	-6	-1
CCCNC(=O)COc1ccccc1[N+](=O)[O-]	0	0	0	9	-2.8	-1.0	0	1	2
O=C(NCc1ccc(F)cc1)C1CCN(S(=O)(=O)N2CCCC2)CC1	-7	-1	-4	0	0.3	-2.4	-5	5	4
CCCc1nnc(NC(=O)c2ccncc2)s1	-2	1	2	16	-1.5	-0.2	-3	2	9
COC(=O)CCC(=O)NC(=S)Nc1c(C)cccc1C	-2	0	5	-4	-0.6	-2.9	1	-2	-4
O=C(Nc1nc(-c2ccccn2)cs1)c1cccc(-n2cnnn2)c1	0	-1	4	-19	-5.2	-3.6	-3	17	-16
COc1cc(C(C2C(=O)CC(C)(C)CC2=O)C2C(=O)CC(C)(C)CC2=O)ccc1O	10	1	-4	-5	-1.8	-1.3	-3	13	-6
O=S1(=O)NC2CCCCCN2c2ccc(F)cc21 (stereo unspecified)	0	2	4	0	-0.7	-2.9	-2	-6	-5
CC(C)(C)CC(=O)N1CCC(c2nc3c(nnn3Cc3c(F)cccc3Cl)c(=O)[nH]2)CC1	5	0	3	30	-1.7	-2.2	-39	-3	-8
Cn1c(=O)c2c(nc(OC/C=C/c3ccccc3)n2C)n(C)c1=O	-3	0	4	.	-5.2	-4.0	-6	4	.
CC(OC(=O)c1oc2ccccc2c1COc1ccccc1)C(=O)NC(N)=O (stereo unspecified)	-2	-2	-3	6	0.0	-0.6	-18	-9	-3
Cc1cccc2cc(C#N)c(NCc3ccccc3)nc12	1	5	-1	-10	-3.2	-3.2	8	-5	16
O=C(COc1cccc2cccnc12)N/N=C/c1ccccc1O	24	6	-4	12	0.9	0.1	-22	29	7
COc1ccc(C2OC(=O)CC2C(=O)N2CCN(c3cc(Cl)ccc3C)CC2)cc1OC (stereo unspecified)	10	8	-2	3	-2.3	-4.1	-38	-3	7
Cc1ccc(CC2CC(=O)N(CCc3ccccc3)C2=O)cc1 (stereo unspecified)	-2	4	-2	-12	-3.0	-2.9	-20	2	1
COc1ccc(OC)c(NC(=O)Nc2cccnc2)c1	3	1	.	0	-2.6	-2.8	-7	4	-5
Cc1ccc2cc3c(NC(=O)C(C)C)nn(C)c3nc2c1	1	5	3	27	2.4	-1.4	-17	-2	1
Cc1ccccc1OCC1CNC(=O)O1 (stereo unspecified)	-2	4	-3	2	-0.2	0.6	-5	2	13
CC1CC(C)CN(c2ncnc3c2cnn3C)C1 (stereo unspecified)	-9	-1	6	18	1.0	1.0	-11	5	-6
CCn1c(SCC(=O)NC2=NCCS2)nnc1C(C)NC(=O)c1ccccc1F (stereo unspecified)	-3	5	10	2	-1.5	-5.1	-13	1	10
CC(NS(=O)(=O)c1ccc(F)cc1)C(c1cccs1)N1CCN(C)CC1 (stereo unspecified)	-2	10	-1	4	-2.2	2.0	2	-3	8
Cc1ccc(-n2c(O)c(C=Nc3ccccc3-c3n[nH]c(=S)[nH]c3=O)c3ccccc3c2=O)c(C)c1	10	-6	2	53*	-5.2	-3.4	-15	15	-20
CCc1ccc(OCCSc2nc3ccccc3n2CCC(=O)O)cc1	-5	5	1	4	-1.9	0.9	-39	20	5
Cc1ccc(C)n1-c1ccsc1C(=O)CC#N	9	4	1	3	1.2	-2.8	-8	10	8
COC(=O)/N=C/c1c(NCc2ccccc2)nc2c(C)cccn2c1=O	10	-3	6	17	3.1	-0.7	-16	-2	-5
Cc1cccc(C(=O)N2CCN(c3ccccn3)CC2)c1	-12	1	-3	19	-2.7	-3.9	-10	-3	-12
COc1ccccc1Cn1c(=S)[nH]c2cc(C(=O)NCCN3CCOCC3)ccc2c1=O	3	1	5	18	-2.7	-4.0	14	-39	0
CCN1C(=Nc2ccc(Cl)cc2)SC/C1=C\C(=O)OC	-8	5	3	-3	-1.5	-4.8	-4	1	2
O=C(Cn1ccc2ccccc2c1=O)NCCC(=O)Nc1cccnc1	1	-1	0	-12	-3.5	-3.5	2	5	0
O=C(CSc1ccc2nnc(-c3ccc(F)cc3)n2n1)NCc1ccco1	15	2	8	17	-2.6	-5.2	-1	5	-11
CC1CCCN(c2ccc(C(=O)NCC3CCCO3)cn2)C1 (stereo unspecified)	-6	-2	-4	2	-3.8	-2.9	-12	12	-4
CCNC(=O)C1CCCN1S(=O)(=O)c1ccc(OC)cc1 (stereo unspecified)	5	0	7	10	-1.2	-3.0	-2	0	-16
O=C(c1ccccc1)n1ccc(-c2cccs2)n1	-14	6	-3	15	0.8	0.2	3	6	-10
O=c1[nH]c(CN2CCN(CCO)CC2)nc2ccccc12	7	2	0	12	-3.4	-3.2	0	-6	5
O=C1CCC(=O)N1CC(=O)N1CCCc2ccccc21	-8	4	-4	15	-1.0	-0.1	-3	0	-14
c1ccc(-c2ccc3c(c2)c2c4n3CCN=C4CCC2)cc1	-4	-10	0	32	-0.9	5.3*	12	-28	-10
CCOC(=O)C1CCN(c2nnc(N3CCCC3=O)s2)CC1	-12	-1	-8	-4	2.5	-2.2	-10	4	4
COCCNS(=O)(=O)c1cc(-c2nn(C)c(=O)c3ccccc23)ccc1C	-1	1	-3	9	2.1	-1.9	-14	-5	8
Cc1cc(C(=O)N2CCCC(C(=O)c3ccc(Cl)cc3C)C2)no1 (stereo unspecified)	2	7	3	2	-2.3	-1.1	-29	-20	-19
O=C(NCc1ccc(Cl)cc1)C1CCC(CNc2c(N3CCCCC3)c(=O)c2=O)CC1 (stereo unspecified)	-1	3	2	14	-3.1	-2.5	-9	-2	-9
CC(C)(C)OC(=O)NCC12C=CC(O1)C1C(=O)N(Cc3ccccc3)C(=O)C12 (stereo unspecified)	-19	-5	3	2	-1.9	-3.3	-18	-1	-6
Cc1ccc(NC(=O)c2ccc(-c3nn(C)c(=O)c4ccccc34)cc2)c(C)c1	-8	-14	9	6	1.9	-3.4	-27	-1	-16
CC(=O)Cc1nsc(NC(=O)c2cc(-c3cccc(C(F)(F)F)c3)oc2C)n1	0	3	-1	2	-4.8	-1.2	0	-33	-2
COc1cc(OC)cc(C(=O)NCCNC(=O)c2ccccc2)c1	-18	0	1	-3	0.3	0.2	-5	-10	-4
CN1C(=O)NC(c2cccc([N+](=O)[O-])c2)C2=C1CCCC2=O (stereo unspecified)	1	3	2	-3	-2.5	-1.4	0	10	2
Cc1cccc(C)c1N(CC(=O)N1CCN(c2ccccc2F)CC1)S(C)(=O)=O	0	6	4	-2	-0.4	-4.4	-22	-4	-6

2 compounds from above, showing only IMP-1 inhibitor:
SMILES | IMP-1 inhibitor
CC(=O)Cc1nsc(NC(=O)c2cc(-c3cccc(C(F)(F)F)c3)oc2C)n1 | -1.2
COc1cc(OC)cc(C(=O)NCCNC(=O)c2ccccc2)c1 | 0.2

Other structures follow.
mol	M18AAP inhibitor	IDE act	IDE inh	UBC9 SUMO inh	VIM-2 inh	IMP-1 inhibitor	FID counter	HCV NS3 hel inh	pCIP destab
C=CCc1ccccc1OCC(O)CN(CC)CC (stereo unspecified)	-8	6	4	1	-2.8	0.6	0	-12	-1
CCSC1=N/C(=C\c2ccccc2)C(=O)N1c1ccc(OC)cc1	-2	4	-3	-1	-1.3	0.9	-2	1	6
O=C(c1cccc(F)c1)N1CCCc2ccccc21	11	7	3	2	-2.1	-4.3	-6	-6	5
Cc1ccc(CNc2cnccn2)cc1	-1	2	0	7	0.3	-0.7	-2	4	1
Oc1ccc(C2=NNC(c3ccc(O)cc3)=NN2)cc1	4	4	-1	6	-1.9	-3.8	-3	0	-4
CC1CC(C)CN(CCCNS(=O)(=O)c2ccc3c(c2)oc(=O)n3C)C1 (stereo unspecified)	4	2	.	6	-2.5	-1.4	2	-6	-9
CCOC(=O)C1CCN(S(=O)(=O)c2ccc(-c3cc(C(F)(F)F)n(C)n3)s2)CC1	-4	.	8	4	-0.4	-1.6	-15	5	-1
